USP7 inh – inhibitors of human USP7 deubiquitinase. Ubiquitin carboxyl-terminal hydrolase 7 (Homo sapiens), Q93009. purified USP7, Ub-rhodamine cleavage fluorescence. inhibition, % at 20 µM. 0.3% of 47,000 active
USP10 inh – inhibitors of human USP10 deubiquitinase; Ubiquitin carboxyl-terminal hydrolase 10 (Homo sapiens), Q14694; purified USP10, Ub-rhodamine fluorescence, 60 min; inhibition, % at 20 µM; 1.1% of 47,000 active
USP8 inh – inhibitors of human USP8 deubiquitinase; inhibition, % at 20 µM; 4.2% of 47,000 active; purified USP8, Ub-rhodamine cleavage fluorescence, 30 min
USP28 inh – inhibitors of human USP28 deubiquitinase; purified USP28, Ub-rhodamine cleavage fluorescence, 30 min; inhibition, % at 25 µM; 3% of 47,000 active; AID 1645857, 2021
UCHL1 block – inhibitors of human UCHL1 deubiquitinase. purified UCHL1, Ub-rhodamine cleavage fluorescence. inhibition, % at 20 µM. 0.2% of 47,000 active. AID 1645859, 2021
Target sequence (P09936 whole entry, looked up): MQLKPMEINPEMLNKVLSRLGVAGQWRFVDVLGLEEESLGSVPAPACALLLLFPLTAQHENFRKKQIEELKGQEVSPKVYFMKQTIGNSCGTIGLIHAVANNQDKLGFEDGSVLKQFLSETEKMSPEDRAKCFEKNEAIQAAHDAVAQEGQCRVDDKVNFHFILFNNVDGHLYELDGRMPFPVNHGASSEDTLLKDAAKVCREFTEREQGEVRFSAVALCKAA
USP17 block – inhibitors of human USP17 deubiquitinase; Ubiquitin carboxyl-terminal hydrolase 17-like protein 5 (Homo sapiens), A8MUK1; purified USP17, Ub-rhodamine cleavage fluorescence, 3 h; inhibition, % at 50 µM; 6.5% of 47,000 active; AID 1645855, 2021
USP30 inh – inhibitors of human USP30 deubiquitinase; Ubiquitin carboxyl-terminal hydrolase 30 (Homo sapiens), Q70CQ3; purified USP30, Ub-rhodamine cleavage fluorescence; inhibition, % at 25 µM; 5.3% of 47,000 active
OTUD3 inh – inhibitors of human OTUD3 deubiquitinase; purified OTUD3, Ub-rhodamine fluorescence, 2 h; 0.7% of 47,000 active; OTU domain-containing protein 3 (Homo sapiens), Q5T2D3; inhibition, % at 25 µM
Target sequence (Q5T2D3 whole entry, looked up, the tested form may be a part): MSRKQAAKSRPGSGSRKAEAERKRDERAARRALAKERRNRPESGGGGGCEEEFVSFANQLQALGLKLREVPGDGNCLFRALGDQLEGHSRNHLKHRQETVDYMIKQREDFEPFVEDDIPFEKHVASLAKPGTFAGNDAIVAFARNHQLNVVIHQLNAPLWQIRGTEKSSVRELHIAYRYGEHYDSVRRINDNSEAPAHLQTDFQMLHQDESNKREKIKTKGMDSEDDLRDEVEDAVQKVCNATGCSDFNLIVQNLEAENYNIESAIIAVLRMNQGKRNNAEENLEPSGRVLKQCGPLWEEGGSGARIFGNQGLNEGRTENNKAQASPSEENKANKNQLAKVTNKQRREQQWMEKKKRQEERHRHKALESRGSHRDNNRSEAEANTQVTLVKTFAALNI
* marks the source's active call; other numbers are inactive results; i = inactive; nt = not tested or not shown. No stated cut-off is given here; in the data, active means inhibition above about 30%; inactive means the rest.

SMILES	USP7 inh	USP10 inh	USP8 inh	USP28 inh	UCHL1 block	USP17 block	USP30 inh	OTUD3 inh
Cc1nc(C2CCCN(C(=O)c3cscn3)C2)c2sccn12 (stereo not drawn)	6	-1	-5	-62	1	-33	-64	-10
C[C@]12C(=O)N(c3cccc(C(=O)O)c3)C(=O)N1CCc1c2[nH]c2ccccc12	0	3	8	11	3	20	36*	10
Cc1cc(-c2cnc(N3CCCC3)nc2C2CCN(C(=O)c3ccccn3)CC2)on1	-2	2	-1	-4	4	1	14	2
COc1ccc(C(=O)NCc2c(C)noc2C)cc1	-3	1	7	1	-7	-2	14	0
O=C(CN1CN(c2ccc(F)cc2)c2ncccc2S1(=O)=O)Nc1ccccc1F	1	-6	0	6	0	1	5	7
Cc1nnc(-c2c(S(=O)(=O)NCc3ccc4c(c3)OCO4)c(C)n(C)c2C)o1	2	-2	-17	12	1	-10	2	4
O=C(Nc1ccc(Br)cc1)c1cnc2ccccc2n1	0	-3	12	-21	-1	-12	-200	-23
CCn1ccnc1N1CCN(C(=O)c2ccc(OC(C)C)cc2)CC1	-2	-3	-132	-19	-2	-32	-21	-10
COc1ccc(NC(=O)CN2CCC3(CC2)CN(C(C)=O)Cc2cc(C)ccc2O3)cc1	-3	0	-130	-18	-4	-33	-24	-10
C[C@@]1(O)COC2(CCNCC2)C[C@H]1n1cnc2c(N)ncnc21	3	0	-142	-5	-2	-7	1	0
CCOC(=O)N1CCN(C(=O)Cc2c(C)c3ccc(O)cc3oc2=O)CC1	4	-1	1	nt	1	8	nt	-1
Cc1nn(-c2ccc(C(=O)N3CCCCC3)cc2)c2c1C(=O)CC(C)(C)C2	-9	0	-7	-13	-7	-25	-24	-8
CCN(CC)c1ccc(C2C3=C(CC(C)(C)CC3=O)Nc3ccccc3N2C(=O)Cc2ccccc2)cc1 (stereo not drawn)	0	-2	-53	-11	-2	-19	-64	-16
O=C1COc2ccccc2C/C=C/CC2(CCCN(C(=O)c3ncccc3O)C2)CN1 (stereo not drawn)	-1	-2	-112	0	0	-16	0	2
O=C(c1ccc(Cl)cc1)N1CCC2(CC1)N=C(c1ccccc1)NO2	5	-4	-5	-5	0	-1	-18	-4
O=C(CN1CCC(c2nc3ccccc3[nH]2)CC1)Nc1ccc(F)cc1	0	0	0	-3	-3	-9	-14	0
N#Cc1cccc(CN2CC[C@H](c3nnc(-c4cccnc4)o3)C2)c1	-1	2	54*	13	3	1	6	6
O=C1CN(C(=O)COC(=O)Cc2ccc(Cl)c(Cl)c2)c2ccccc2N1	-19	-2	5	6	1	-1	-14	0
N#Cc1cc([N+](=O)[O-])cnc1NC1CCCCCC1	-35	2	-3	-6	1	-2	-15	-9
N#Cc1ccc(C(=O)N2CCCC2c2nc(-c3ccc(F)cc3F)no2)cc1 (stereo not drawn)	-3	0	-24	9	1	1	25	5
Nc1ccc([C@@H]2CN(Cc3ccccc3)C[C@]23CCCC(=O)N3)cc1	3	-3	-3	0	0	-39	4	-1
O=C(NC1CCCc2ccccc21)c1ccc(-c2ccccc2)cc1 (stereo not drawn)	4	3	6	0	0	-13	-37	-1
CC1(C)Cc2cccc(OCC(=O)Nc3nc4ccccc4[nH]3)c2O1	-2	-1	12	14	6	20	14	8
Cc1ccc(C(=O)Nc2ccccc2OCc2cc(=O)n3cc(C)sc3n2)cc1	9	0	-7	1	2	10	23	6
Nc1cccc(C(=O)CC2(O)C(=O)N(CCc3ccccc3)c3ccccc32)c1 (stereo not drawn)	-10	2	-97	-11	-3	-16	-33	-7

The list goes on.
SMILES	USP7 inh	USP10 inh	USP8 inh	USP28 inh	UCHL1 block	USP17 block	USP30 inh	OTUD3 inh
COc1ccc(S(=O)(=O)n2c(SCC(=O)Nc3ccc(C(C)C)cc3)nc3ccc(OC)cc32)cc1	8	6	-23	-7	5	17	-3	-6
Cc1c(C)n(Cc2ccncc2)c2ncnc(NCC(C)C)c12	-13	-8	-149	-20	-12	-46	-106	-23
CCCCNCC(O)(c1ccc(Cl)cc1)c1ccc(Cl)cc1	-122	6	15	0	3	-2	28	5
Cn1c(CCN2CCCCC2)nc2cc([N+](=O)[O-])ccc21	-4	0	-148	0	-1	-21	-6	1
CC1CCc2c(sc(NC(=O)/C=C/C(=O)O)c2C(N)=O)C1 (stereo not drawn)	-4	-3	-6	-5	-1	-6	-7	-4
Cn1ncc2c(NCCc3cccs3)nc(N3CCCC3)nc21	-12	-6	-25	-16	2	nt	-59	-27
O=C(CS(=O)(=O)C1CCCC1)N(CC1CC1)C1CCCCC1	-6	2	2	0	2	0	1	0
N#Cc1cnn2c1ncc1c(/C=C/Nc3ccc(C(F)(F)F)cc3)nccc12	-66	-14	-101	-134	-61	-83	-427	-101
CCCNc1cc(N2CCCC(CCC(=O)N3CCCCC3)C2)ncn1 (stereo not drawn)	1	-1	-202	5	0	5	23	13
CCS(=O)(=O)N1C[C@H]2C[C@H](C(=O)NCc3ccccc3)[C@@H](C1)O2	1	1	-19	-1	-2	-11	-1	-2
COc1cccc([C@@H]2C[C@]3(C)NC(=O)CCCC[C@@H]3N2C(=O)c2ccnn2C)c1	4	0	18	13	0	11	18	18
COc1ccccc1-c1noc2ncnc(NCC3CCCO3)c12 (stereo not drawn)	-1	0	2	12	3	14	19	13
CSc1ccc(CN2CCN(c3cnn4cnnc4c3)CC2)cc1	0	0	-3	-5	0	-2	4	0
O=c1c2cnc3nc(-c4cccnc4)nn3c2ccn1C1CCCCC1	0	1	11	-6	14	0	-5	0
O=C(COC(=O)Cc1c[nH]c2ccccc12)Nc1ccc([N+](=O)[O-])cc1Cl	-8	-4	-142	4	0	-7	-11	1
COCCN(Cc1ccccc1)C(=O)c1ccc(-c2ccc(F)cc2)o1	-35	7	-8	0	3	10	10	7
CC(=O)N1CCCSc2ccc(S(=O)(=O)NCCC3=CCCCC3)cc21	-8	0	-2	5	1	-4	-11	-10
COC(=O)c1ccc(S(=O)(=O)NC(C)(C)C)n1C	0	-2	-11	-3	-1	-11	-2	-3
O=C(Oc1cccc(F)c1)C1CCN(S(=O)(=O)c2ccc3c(c2)CCCC3)CC1	12	7	28	9	6	12	22	8
Cc1ccc(CNC(=O)C2CCN(c3nc4nc[nH]c(=O)c4s3)CC2)cc1	2	-1	6	1	0	1	2	3
CCCN(C(=O)[C@H]1[C@@H]2C[C@@H]3[C@H]1C(=O)O[C@@H]3C2)c1ccccc1F	1	3	-2	-6	0	-1	10	-1
CCn1c(=O)c(C)nc2cc(-c3noc(CCC4CCCC4)n3)ccc21	-123	-6	-91	-136	-44	-115	i	-149
O=C(c1ccc2n[nH]nc2c1)N1CCCC(c2cnccn2)C1 (stereo not drawn)	3	2	6	-5	-1	0	14	-7
CN(C(=O)c1cc2ccccc2oc1=O)C1CCS(=O)(=O)C1 (stereo not drawn)	9	0	24	10	4	17	16	13
O=C(NC1CCCCC1)c1ccccc1N1C(=O)[C@@H]2Cc3c([nH]c4ccccc34)C(c3cccc(Cl)c3)N2C1=O (stereo partly drawn)	-1	-7	-32	-8	0	-18	-117	-6

The listing continues.
SMILES	USP7 inh	USP10 inh	USP8 inh	USP28 inh	UCHL1 block	USP17 block	USP30 inh	OTUD3 inh
COc1cc(NC(=O)CCC(=O)Nc2ccc3nc(N4CCOCC4)cc(C)c3c2)cc(OC)c1OC	2	2	13	12	3	16	28	14
O=C(Nc1cccc(-c2nc3cnccc3o2)c1)c1ccc(Br)o1	20	1	66*	3	1	25	31*	21
COc1cccc(NC(=O)N2CCc3nc(C(N)=O)sc3CC2)c1	0	1	4	0	-2	-3	0	4
CC(=O)NC(Cc1cccc(F)c1)C(=O)NC1CCN(C(=O)Nc2ccccc2)CC1 (stereo not drawn)	-10	-2	4	-3	-2	-7	3	0
Cc1cccc(C(=O)NCC(c2ccco2)N2CCCCC2)c1 (stereo not drawn)	-3	-2	12	-20	-7	-5	-52	-13
COc1ccc(-c2nc(CC(=O)N[C@H](CO)c3ccccc3)cs2)cc1	-5	-2	-1	nt	2	-10	nt	3
COC(=O)c1cc2c(ccn2C)n1CC(=O)N1CCN(c2ccccc2OC)CC1	-13	-4	1	-111	-9	-107	-452	-110
CCCCc1ccc(-c2cc(C(=O)NCCN3CCOCC3)c3cc(Br)ccc3n2)cc1	-9	-2	-16	0	-4	14	79*	30*
O=C(CCCc1c[nH]c2ccccc12)Nc1ccccc1N1CCOCC1	-22	2	-9	-5	-1	-6	-14	-9
Cc1ccccc1N1CC(C(=O)N2CCN(C(=O)c3ccco3)CC2)CC1=O (stereo not drawn)	0	-2	5	0	1	0	2	5
O=C(Nc1ccccc1)C1CCCN(c2cnc3nccnc3c2)C1 (stereo not drawn)	-51	-6	-12	-117	-48	-133	i	-100
O=S(=O)(c1cccc2nonc12)N1CCN(C(c2ccccc2)c2ccccc2)CC1	2	-7	15	1	-5	-15	-14	2
Cc1c(CC(=O)N2CCC(O)CC2)c(=O)oc2cc3c(cc12)CCC1(CCCCC1)O3	-22	-7	-5	0	0	-58	-24	-12
CS(=O)(=O)N1CCCc2cc(C(=O)Nc3ccc4c(c3)OCO4)ccc21	1	4	15	85*	2	4	12	14
Cc1cc(C)n2nc(CN(Cc3ccccc3)C(=O)c3ccc(F)cc3)nc2n1	-1	-2	7	3	-1	3	8	1
O=C(c1ccco1)N1CCc2ncnc(-c3cccc(F)c3)c2CC1	1	-2	-29	3	-3	-1	-14	1
O=C(CN1CCN(S(=O)(=O)c2ccc3c(c2)OCCCO3)CC1)N1CCCc2ccccc21	0	-2	0	1	2	-2	12	1
CCOc1ccc(-c2nc(-c3cccc(-c4ccnn4C)c3)no2)cc1	5	-3	7	-68	0	16	11	10
Cc1ccc(C)c(NC(=O)c2ccc(N3C(=O)C(C)CS3(=O)=O)cc2Cl)c1 (stereo not drawn)	-7	0	16	8	0	7	10	8
CN(C(=O)COc1ccccc1-c1nnc(-c2ccccc2)o1)c1ccccc1	2	0	10	9	3	9	30	16
CC(OC(=O)c1cccnc1SCC(=O)Nc1ccc2c(c1)OCO2)C(=O)c1c(N)n(C)c(=O)n(C)c1=O (stereo not drawn)	5	-1	-5	15	3	4	-75	-8
CCOc1ccccc1NC(=O)CSc1nnc2c3ccccc3nc(-c3ccco3)n12	4	-2	-10	-15	3	-14	-62	-14
COc1ccc(CN(C(=O)/C=C/c2ccccc2Cl)C2CCS(=O)(=O)C2)cc1 (stereo not drawn)	-2	3	9	15	1	12	26	15
COc1ccccc1N=c1oc2cc(O)ccc2cc1C(=O)NC1CCCC1	-20	-6	16	-36	-29	-24	-182	-30
O=c1[nH]c(-c2ccncc2)nc2c1CCN(Cc1ccc(Cl)cc1)C2	-1	0	12	9	-1	28	43*	2

In another format: entries from further up.
| SMILES | USP7 inh | USP10 inh | USP8 inh | USP28 inh | UCHL1 block | USP17 block | USP30 inh | OTUD3 inh |
| --- | --- | --- | --- | --- | --- | --- | --- | --- |
| Cc1c(CC(=O)N2CCC(O)CC2)c(=O)oc2cc3c(cc12)CCC1(CCCCC1)O3 | -22 | -7 | -5 | 0 | 0 | -58 | -24 | -12 |
| CS(=O)(=O)N1CCCc2cc(C(=O)Nc3ccc4c(c3)OCO4)ccc21 | 1 | 4 | 15 | 85* | 2 | 4 | 12 | 14 |

Record cards, as listed above:
Record of CCOc1ccc(-c2nc(-c3cccc(-c4ccnn4C)c3)no2)cc1 = USP7 inh = 5; USP10 inh = -3; USP8 inh = 7; USP28 inh = -68; UCHL1 block = 0; USP17 block = 16; USP30 inh = 11; OTUD3 inh = 10
Record of CC(OC(=O)c1cccnc1SCC(=O)Nc1ccc2c(c1)OCO2)C(=O)c1c(N)n(C)c(=O)n(C)c1=O (stereo not drawn) = USP7 inh = 5; USP10 inh = -1; USP8 inh = -5; USP28 inh = 15; UCHL1 block = 3; USP17 block = 4; USP30 inh = -75; OTUD3 inh = -8

An excerpt from above in order of the USP8 inh value, highest first:
SMILES,USP8 inh
COc1cc(NC(=O)CCC(=O)Nc2ccc3nc(N4CCOCC4)cc(C)c3c2)cc(OC)c1OC,13
COc1cccc(NC(=O)N2CCc3nc(C(N)=O)sc3CC2)c1,4
COc1ccc(-c2nc(CC(=O)N[C@H](CO)c3ccccc3)cs2)cc1,-1

More records follow:
SMILES	USP7 inh	USP10 inh	USP8 inh	USP28 inh	UCHL1 block	USP17 block	USP30 inh	OTUD3 inh
Cc1nc(C2COCCN2Cc2csc(C)n2)cc(=O)[nH]1 (stereo not drawn)	5	-1	7	9	2	14	29	15
Fc1cccc(-n2cc(-c3noc(-c4ccc[nH]4)n3)nn2)c1	-1	1	35*	46*	2	43*	77*	21
Cc1cc(CSc2nnc(-c3c[nH]c4ccccc34)n2C2CC2)no1	5	2	15	16	2	2	14	12
COCCCn1c(C(=O)NCCCN2CCCC2=O)cc2c(=O)n3ccccc3nc21	1	0	3	-5	0	0	-8	1
CNc1nc(C2CCN(C(=O)CN3CCCCCC3=O)CC2)nc2c1CN(C)CC2	3	-3	10	6	-3	6	1	5
CCOc1cc(=O)n2c(c1C(=O)NCc1ccc3c(c1)OCO3)CCCC2	1	1	-5	-3	-2	-4	-2	-2
Cc1nc(-c2ccc(S(=O)(=O)Nc3ccccc3F)cc2)co1	4	1	-14	7	2	-3	-14	1
